G9a inh: inhibitors of human histone lysine methyltransferase G9a; hit rate 8.8% among 350,000; AID 504332; G9a H3K9 monomethylation, AlphaScreen, 2 h; Potency, µM (series often up to 102 µM), inactives show at the top dose activity, negative = inhibition, usual class: inhibitors; also: potency is read from the fitted curve at half-maximal effect; % is scaled to controls: 0 for no effect and ±100 for the full control effect; nearly all actives have a fitted effect of over 75% in size
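Enzyme 20 nM + cpd, 15 min RT; add b-H3K9 pep 500 nM / SAM 20 uM; 2 h RT; anti-H3K9me1 Ab 0.5 ug/mL + SA donor / anti-rabbit acceptor beads 20 ug/mL each, 10 min; AlphaScreen read.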
Pol eta inh: DNA polymerase eta (human) inhibition; Potency, µM (series often up to 114 µM), for inactives: top-dose activity change, negative = inhibition, actives largely listed as inhibitors; hit rate 1.2% among 390,000; Q9Y253; recombinant Pol eta, fluorescent DNA replication assay; also: potency is read from the fitted curve at half-maximal effect; % is scaled to controls: 0 for no effect and ±100 for the full control effect
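Pol eta at 10 nM preincubated with compounds 15 min at room temperature; reaction started with fluorescent substrate (50 nM final) and read kinetically at 0 and 10 min.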
GLS inhibitor: blocks human kidney-isoform glutaminase activity; O94925; GLS enzymatic activity, qHTS titration; Potency, µM (top dose mostly 45.5 µM), for inactives: top-dose activity change, negative = inhibition, usual class: inhibitors; hit rate 0.21% among 410,000; also: potency is read from the fitted curve at half-maximal effect; % is scaled to controls: 0 for no effect and ±100 for the full control effect
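Assay buffer: 45 mM KH2PO4 pH 8.2, 0.02% Tween-20. hKGA acts on L-glutamine (1 mM solution added); product glutamate is reported by an oxidase/peroxidase Amplex Red coupling, with fluorescence taken at baseline and 30 min.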
Pin1 inh: blocks the human prolyl isomerase Pin1. Q13526. Potency, µM (top dose mostly 115 µM), inactives show at the highest dose activity, negative = inhibition, hits mostly inhibitors. Pin1 FP peptide displacement, HiFluor488, 10 min. hit rate 0.009% among 390,000; active = well fitted inhibition curve with a large enough effect in the polarisation, with a control signal flat, not every such curve was filed as active; inconclusive = small, poorly fitted or top-dose-only effect, or effect the other way, or a change in a side signal; inactive = no such curve, though single readings can be large or run the other way; the % refers to the polarisation; also: potency is read from the fitted curve at half-maximal effect; % is scaled to controls: 0 for no effect and ±100 for the full control effect
PGK inhibitor: blocks T. brucei phosphoglycerate kinase. P07378. PGK/GAPDH coupled, Kinase-Glo luminescence, 60 min. Potency, µM (doses to about 57.5 µM), for the others: at the top dose activity change, negative = inhibition, most hits filed as inhibitors. hit rate 0.043% among 380,000. AID 602233; also: potency is read from the fitted curve at half-maximal effect; % is scaled to controls: 0 for no effect and ±100 for the full control effect; nearly all actives have a fitted effect of over 60% in size
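Recombinant glycosomal PGK reaction used 1,3-bisphosphoglycerate generated in-well by GAPDH (100nM final) in 100mM TEA pH 7.6, 5mM MgCl2, 0.01% Tween-20. After 60 minutes at room temperature, ATP was read by Kinase-Glo Plus luminescence end-point.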
HP1b chromo inh: blocks HP1-beta chromodomain binding to methylated histone tails; Potency, µM (series often up to 114 µM), for inactives: top-dose activity change, negative = inhibition, actives largely listed as inhibitors; P83916; AlphaScreen HP1-beta / biotin-H3K9me3 peptide binding; hit rate 0.56% among 390,000; AID 540317; also: potency is read from the fitted curve at half-maximal effect; nearly all actives have a fitted effect of over 70% in size; inactives centre near 23
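AlphaScreen: HP1-beta (50 nM) preformed 30 min with biotin-H3(1-18)K9me3 peptide (50 nM) in PBS pH 7.4, 0.01% Tween-20. Compound added for 30 min at RT, then streptavidin donor/nickel chelate acceptor beads (10 ug/mL) for 30 min.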
JMJD2A Tudor inh: JMJD2A Tudor domain (human) inhibition. O75164. AlphaScreen JMJD2A-Tudor / H3K4me3 peptide binding. Potency, µM (highest dose often 114 µM), without a hit: top-dose activity change, negative = inhibition, usual class: inhibitors. hit rate 4.4% among 390,000; also: potency is read from the fitted curve at half-maximal effect; % is scaled to controls: 0 for no effect and ±100 for the full control effect; nearly all actives have a fitted effect of over 50% in size
Target sequence (O75164 whole entry, looked up, the tested form may be a part): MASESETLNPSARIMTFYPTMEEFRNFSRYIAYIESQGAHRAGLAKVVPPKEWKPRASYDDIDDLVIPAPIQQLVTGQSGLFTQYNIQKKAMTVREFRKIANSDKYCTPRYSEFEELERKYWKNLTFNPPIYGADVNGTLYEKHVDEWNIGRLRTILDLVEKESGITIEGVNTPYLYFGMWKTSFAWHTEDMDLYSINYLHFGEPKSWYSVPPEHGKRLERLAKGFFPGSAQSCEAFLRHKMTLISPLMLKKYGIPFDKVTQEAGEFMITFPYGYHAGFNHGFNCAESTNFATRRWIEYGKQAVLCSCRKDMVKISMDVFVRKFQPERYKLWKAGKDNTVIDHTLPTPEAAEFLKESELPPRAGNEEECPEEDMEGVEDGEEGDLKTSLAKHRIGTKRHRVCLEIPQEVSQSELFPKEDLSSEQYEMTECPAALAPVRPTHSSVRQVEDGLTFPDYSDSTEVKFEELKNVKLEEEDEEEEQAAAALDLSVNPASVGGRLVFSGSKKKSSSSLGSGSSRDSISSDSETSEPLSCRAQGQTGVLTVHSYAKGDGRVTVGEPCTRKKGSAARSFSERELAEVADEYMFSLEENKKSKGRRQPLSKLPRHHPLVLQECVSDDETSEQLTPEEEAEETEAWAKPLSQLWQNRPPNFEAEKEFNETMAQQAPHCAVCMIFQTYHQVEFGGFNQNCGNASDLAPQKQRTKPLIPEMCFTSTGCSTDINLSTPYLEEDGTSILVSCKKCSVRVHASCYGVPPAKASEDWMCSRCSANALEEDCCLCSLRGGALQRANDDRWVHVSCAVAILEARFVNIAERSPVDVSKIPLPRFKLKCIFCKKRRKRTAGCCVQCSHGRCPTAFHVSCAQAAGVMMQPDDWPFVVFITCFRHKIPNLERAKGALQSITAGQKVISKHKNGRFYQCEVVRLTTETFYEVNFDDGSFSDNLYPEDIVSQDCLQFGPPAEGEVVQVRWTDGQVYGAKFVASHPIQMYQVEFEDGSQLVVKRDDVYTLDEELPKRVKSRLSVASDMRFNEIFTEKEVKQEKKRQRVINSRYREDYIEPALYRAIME
BAZ2B inh: blocks human BAZ2B; Potency, µM (highest dose often 114 µM), inactives show at the highest dose activity change, negative = inhibition, usual class: inhibitors; hit rate 4.4% among 360,000; AlphaScreen BAZ2B-H3K14Ac peptide displacement; also: potency is read from the fitted curve at half-maximal effect; % is scaled to controls: 0 for no effect and ±100 for the full control effect; nearly all actives have a fitted effect of over 60% in size
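In this displacement format the biotinylated H3(5-23) peptide acetylated at Lys14 serves as ligand at 50 nM, with BAZ2B at 50 nM in PBS pH 7.4 containing 0.01% Tween-20. Donor and acceptor beads are 10 ug/mL final.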
PI4K2A block: blocks human PI4K2A kinase activity; purified PI4K2A, ADP-Glo luminescence, 1 h; stronger effect = lower value; activity change, negative = inhibition, % at 76.9 µM; hit rate 0.13% among 420,000; AID 1346378; in the data active = activity change below about -50%; inconclusive = mostly about -30% to -49%;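 also: -100% = wells without enzyme as full effect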
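Compounds are screened against recombinant PI4K2A using PI as substrate and ATP, the latter dispensed at 300 microM. Reactions run one hour at ambient temperature before ADP-Glo detection; full inhibition defined by wells lacking enzyme.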
Numbers without * were called inactive; i = inactive; ? = inconclusive; · = not tested or not shown; & = joins results of further samples; [ ] = remark or other dose. Unless noted, calls follow the shape of the dose curve; as a rule, active = well fitted curve in the direction sought with a large enough effect; inconclusive = small, poorly fitted or top-dose-only effect, or another doubt; inactive = no such curve, though single readings can be large; an effect the other way counts as inactive or inconclusive. An excerpt; the hit share may differ from the screen's.

compound | G9a inh | Pol eta inh | GLS inhibitor | Pin1 inh | PGK inhibitor | HP1b chromo inh | JMJD2A Tudor inh | BAZ2B inh | PI4K2A block
CC(C)c1ccc(NC2CCCN(C(=O)CC3CCCC3)C2)cc1 (stereo not drawn) | -7%[0.0925 µM] | -25% | ? | 0% | -3% | 37% | 14% | ? | 3
CN1CCN(c2ccc(Nc3ccnc4cc(Cl)ccc34)cc2)CC1 | · | -10% | 6% | 5% | 3% | -2% | ? | ? | -7
O=C(Nc1ccccc1N1CCCC1)C1CCN(S(=O)(=O)c2ccc(F)cc2)CC1 | ? | -14% | 19% | 6% | i | 29% | -14% | -8% | -2
Cc1ccc(NC(=O)CN2CCN(Cc3ccccc3)CC2)cc1 | -3% | -6% | 0% | 0% | · | 46%[activator] | -9% | -3% | 1
CCc1ccccc1Nc1nc2ccccc2n2cnnc12 | 6%[59 µM] | 7% | -1% | -1% | -7% | 56%[activator] | 0% | 3% | 1
CN(C)c1ccc(/C=C/c2ccc3ccccc3n2)cc1 | 45µM* | -8% | 14% | ? | ? | 5% | ? | 50µM* | -28
NS(=O)(=O)c1ccc(CCNC(=O)c2ccc(C#CC3(O)CCCCC3)cc2)cc1 | -45% | -11% | 15% | 2% | -2% | 13% | -26% | -10% | 1
c1ccc(-c2cn(C[C@H]3CC[C@@H]([C@@H]4CC[C@H](Cn5cc(-c6ccccc6)nn5)O4)O3)nn2)cc1 | 17% | -3% | 2% | 1% | i | 70%[activator] | -20% | -3% | -3
O=C(Nc1cc(Cl)ccc1Cl)Nn1cnnc1 | -21% | -16% | -3% | -1% | -1% | 12% | -18% | -3% | 4
CC1(C)C(C=C(Cl)Cl)C1C(=O)N(Cc1cccc(Cl)c1)C1CCS(=O)(=O)C1 (stereo not drawn) | ? | -29% | 7% | 8% | -1% | 29% | -17% | 0% | 6
O=C(O)CCC(=O)N(Cc1cccs1)Cc1cccs1 | 50µM* | 20µM* | · | -6% | -10% | 1% | -34% | 56µM* | -6
COc1cc(CCCN2C(=O)C(=O)NC[C@@H]2CC2CCCCC2)cc(OC)c1OC | 27%[2.33 µM] | -1% | 4% | -4% | -2% | 23% | -25% | 9% | -3
Cc1cc(C)cc(C(=O)Nc2ccc(N3CCN(C(=O)c4ccco4)CC3)cc2)c1 | · | -2% | 31% | 1% | -7% | 13% | -12% | -12% | 0
CCOc1ccccc1NC(=O)N1CCc2c(sc3c2CCCC3)C1c1ccccc1 (stereo not drawn) | 7%[59 µM] | -19% | 1% | -4% | -9% | 2% | -17% | -17% | 3
Cc1cc(C)nc(Oc2ccc([N+](=O)[O-])cc2)n1 | 13%[59 µM] | -17% | 12% | -14% | -1% | 3% | -16% | -8% | 1
O=C(CC1c2ccccc2Oc2ccccc21)Nc1ccccc1C(F)(F)F | 30%[59 µM] | -16% | -1% | 1% | i | 30% | -4% | 8% | -3
Nc1nnc(SCn2nnc3ccccc3c2=O)s1 | 28µM* | 3% | -3% | -7% | -6% | 15% | -13% | -18% | -4
CCCOc1ccc(C2NC(=O)CCC2[N+](=O)[O-])cc1 (stereo not drawn) | · | -18% | -3% | -5% | 9% | 35% | 0% | 4% | -1
Cc1cc(C)c(NC(=O)CS(=O)CC(=O)Nc2cccnc2)c(C)c1 (stereo not drawn) | -2% | -5% | -4% | 1% | i | 34% | -10% | -4% | 1
Cn1c(-c2ccccc2)cnc1SCC(=O)N1CCCCC1 | -1%[59 µM] | -16% | 11% | -2% | 3% | 7% | -8% | 1% | 3
Cc1cc2nc(-c3ccc(SCC(=O)Nc4ccc5c(c4)OCCO5)nc3)[nH]c2cc1C | 8%[12.7 µM] | -18% | -8% | 73%[activator] | · | -30% | -35% | -13% | -2
COc1ccc(C)cc1NC(=O)C1CC1c1ccccc1 (stereo not drawn) | · | -8% | 2% | 1% | -2% | 27% | 4% | · | 0
O=C(O)CC1(c2ccccc2)C(=O)c2ccccc2C1=O | 10%[59 µM] | -16% | 7% | -1% | -1% | 36%[activator] | 5% | 27% | 0
Cc1cccc(OCCCCn2c(CO)nc3ccccc32)c1 | 58%[activator] | -17% | -1% | -2% | -1% | 16% | -23% | -35% | -2
O=C(O)c1ccc(N=Cc2c(O)ccc3ccccc23)cc1 | 1.1µM* | -16% | 26% | 22% | -1% | 15% | ? | -5% | -1
CCN(c1ccccc1)S(=O)(=O)c1cccc(C(=O)OCC(=O)Nc2ccc(NC(C)=O)cc2)c1 | · | -2% | 6% | 0% | i | 6% | -11% | · | 5
CCC(C)NC(=O)c1cc2c(=O)n3cccc(C)c3nc2s1 (stereo not drawn) | 14% | -15% | -16% | -2% | -7% | 35% | 16% | 14% | -5
Cc1ccc(S(=O)(=O)N2CCC(=O)N(C(CO)Cc3ccccc3)CC2)cc1 (stereo not drawn) | 11% | -10% | 1% | -10% | 1% | 33% | -6% | 6% | 1
COc1ccc(CNC(=O)C2(CC3CC(c4ccccc4)=NO3)CCN(C(=O)C3CCCC3)CC2)cc1 (stereo not drawn) | · | -25% | -1% | -1% | -1% | 26% | -9% | -13% | -3
CCNC(=O)N1CCC(n2nccc2NC(=O)CCCc2ccccc2)CC1 | 27% | -3% | 4% | -7% | -4% | 24% | -7% | 0% | 2

Ordered by molecular weight (rising): some entries from above.
compound | G9a inh | Pol eta inh | GLS inhibitor | Pin1 inh | PGK inhibitor | HP1b chromo inh | JMJD2A Tudor inh | BAZ2B inh | PI4K2A block
O=C(O)CC1(c2ccccc2)C(=O)c2ccccc2C1=O | 10%[59 µM] | -16% | 7% | -1% | -1% | 36%[activator] | 5% | 27% | 0
Cc1ccc(S(=O)(=O)N2CCC(=O)N(C(CO)Cc3ccccc3)CC2)cc1 (stereo not drawn) | 11% | -10% | 1% | -10% | 1% | 33% | -6% | 6% | 1
CCN(c1ccccc1)S(=O)(=O)c1cccc(C(=O)OCC(=O)Nc2ccc(NC(C)=O)cc2)c1 | · | -2% | 6% | 0% | i | 6% | -11% | · | 5

Exported with values under each structure: entries from further up
The line under a structure holds: G9a inh | Pol eta inh | GLS inhibitor | Pin1 inh | PGK inhibitor | HP1b chromo inh | JMJD2A Tudor inh | BAZ2B inh | PI4K2A block
Cc1cc2nc(-c3ccc(SCC(=O)Nc4ccc5c(c4)OCCO5)nc3)[nH]c2cc1C
  8%[12.7 µM] | -18% | -8% | 73%[activator] | · | -30% | -35% | -13% | -2
COc1ccc(C)cc1NC(=O)C1CC1c1ccccc1 (stereo not drawn)
  · | -8% | 2% | 1% | -2% | 27% | 4% | · | 0
O=C(O)CC1(c2ccccc2)C(=O)c2ccccc2C1=O
  10%[59 µM] | -16% | 7% | -1% | -1% | 36%[activator] | 5% | 27% | 0

Later entries
compound | G9a inh | Pol eta inh | GLS inhibitor | Pin1 inh | PGK inhibitor | HP1b chromo inh | JMJD2A Tudor inh | BAZ2B inh | PI4K2A block
O=C(Nc1ccn(CCCN2CCN(c3ccccc3)CC2)c(=O)n1)OCc1ccccc1 | · | -20% | 0% | · | -3% | · | · | · | 6
COCCNC(=O)c1cc2cc(Br)cc(OC)c2oc1=O | 8%[12.7 µM] | -10% | 2% | 1% | -5% | 28% | -4% | -4% | -2
Cc1cccc(-n2cnc(C(=O)N/N=C/c3ccccc3)c2)n1 | 11%[59 µM] | -11% | -7% | -2% | -10% | 20% | -4% | 5% | 3
Cc1ccccc1C1=NC(c2ccc(F)cc2F)ON1 (stereo not drawn) | -25%[12.7 µM] | -13% | -2% | -5% | 18% | 42% | 17% | 3% | -5
CCN(CC)S(=O)(=O)c1ccc(N2CCCC2)c(C(=O)Nc2ccc(OC)c(Cl)c2)c1 | -21%[59 µM] | -10% | 0% | 6% | i | -15% | -24% | 0% | 1
Cc1ccccc1NC(=O)CSc1nnc(CNC(=O)c2ccc3c(c2)OCO3)n1C | 14% | -15% | -3% | -4% | 0% | 20% | 2% | -19% | 0
CCC(Oc1ccc(C)c(C)c1)C(=O)O (stereo not drawn) | 9%[12.7 µM] | 0% | 1% | -3% | -1% | 7% | ? | 4% | 0
CCc1cccc(NC(=O)C2CCC(CNS(=O)(=O)c3ccc(Br)s3)CC2)c1 (stereo not drawn) | 14%[59 µM] | -9% | -6% | 13% | 0% | 34% | -18% | 0% | 1
COC(=O)Cc1ccc(OCc2ccc(Cl)nc2)cc1 | 16% | -8% | 2% | 0% | -7% | 42%[activator] | -2% | 1% | -14
CN1CCC(N(C)C(=O)Cc2ccccc2[N+](=O)[O-])CC1 | -17% | -6% | 1% | -3% | i | 1% | -12% | -18% | -9
COc1cc(C(=O)N(Cc2ccc(F)cc2)C2CCS(=O)(=O)C2)cc(OC)c1OC (stereo not drawn) | -1% | -3% | -7% | -5% | 8% | 17% | -19% | 1% | -8
CCOC(=O)N1CCC(N(CCN(C)C)C(=S)Nc2cccc(Cl)c2C)CC1 | 14%[59 µM] | -16% | 17% | -1% | -2% | 14% | -29% | -29% | -2
COc1cc(CN(C(=O)c2cc3ccccc3oc2=O)C2CCS(=O)(=O)C2)cc(OC)c1OC (stereo not drawn) | -9% | -6%&-3% | -7%&-1% | 4%&4% | -7%&6% | 29%&35% | -5%&4% | -16%&-1% | -1&-2

Bioassay records as filed in PubChem.
